# KOR beta-arrestin-1 – KOR antagonists, beta-arrestin recruitment, cell-based, luminescence, uHTS (AID 1778); KOR beta-arrestin recruitment, luminescence, antagonist mode; higher % means a stronger effect; one-dose inhibition, % at 10 µM; IC50 in µM for titrated hits; 290,000 compounds, 0.091% hits; further: strong numbers were not always called active
# P. falciparum M17LAP – P. falciparum M17LAP inhibitors, primary screen, biochemical, fluorogenic H-Leu-NHMec substrate, 1536-well (AID 1619); 220,000 compounds, 0.38% hits; recombinant M17LAP, H-Leu-NHMec fluorogenic kinetic assay; higher % means a stronger effect; one-dose inhibition, % at 30 µM; IC50 in µM for titrated hits;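 active means compound inhibiting the enzyme by more than half at any dose during confirmatory dose-response retesting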;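 further: plate controls were full reaction with DMSO carrier for no effect and no enzyme background for full effect; strong numbers were not always called active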
# GPR55 activation – GPR55 agonists via beta-arrestin recruitment, primary screen, imaging, U2OS cells, beta-arrestin-GFP redistribution (AID 1961). U2OS GPR55 beta-arrestin-GFP redistribution imaging; higher % means a stronger effect. 290,000 compounds, 0.048% hits. activation, % at 10 µM, or EC50 in µM where a hit was titrated;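 active means activation above 40% with more than 50 cells counted in the well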;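 further: U2OS osteosarcoma cells stably expressing GPR55 and beta-arrestin-GFP; plate controls were DMSO negative control for no effect and LPI positive control for full effect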
# M1AAP inhibition – malaria alanyl aminopeptidase activity blockers – biochemical, fluorogenic H-Leu-NHMec substrate, 1536-well (AID 1445); 220,000 compounds, 0.42% hits; recombinant M1AAP, H-Leu-NHMec fluorogenic kinetic assay; higher % means a stronger effect; inhibition, % at 30 µM, or IC50 in µM where a hit was titrated;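 active means primary inhibition above the hit cutoff, then over 50% inhibition at one or more dose response concentrations, cut at about 23% in these data, passing the limit was not always enough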;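 further: plate controls were DMSO full reaction for no effect and no enzyme background for full effect; strong numbers were not always called active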
# KOR beta-arrestin-2 – KOR agonists, beta-arrestin recruitment, primary screen, cell-based, luminescence, uHTS (AID 1777). 280,000 compounds, 0.02% hits. KOR beta-arrestin recruitment, luminescence; higher % means a stronger effect. activation, % at 10 µM; hits with a dose series show EC50 in µM; in the data active means activation above about 50%, passing the limit was not always enough; further: a part of the inactive calls stands beside numbers as strong as those of hits
# AID2073 – inhibitors of Mint1-CaV2.2 protein interaction, biochemical, HTRF (AID 2073); HTRF protein-protein interaction, Mint1-CaV2.2; higher % means a stronger effect; inhibition, % at 20 µM; hits with a dose series show IC50 in µM; 290,000 compounds, 0.19% hits; in the data active means inhibition mostly above about 51%, no sharp cut-off; further: some results filed as inactive read as strong as hits
# HEK293 NOD2/NF-kB – NOD2 signaling inhibitors, cell-based, luminescence, uHTS, HEK293 (AID 1566); HEK293 NOD2/NF-kB luciferase reporter, luminescence; higher % means a stronger effect; inhibition, % at 4 µM; hits with a dose series show EC50 in µM; 290,000 compounds, 0.63% hits; further: many of its hits are not listed in these tables
# NOD1 inhibition – NOD1 signaling inhibitors, primary screen, cell-based, luminescence, uHTS (AID 1578) | NOD1-driven NF-kB luciferase reporter cells, luminescence; higher % means a stronger effect | inhibition, % at 4 µM, or EC50 in µM where a hit was titrated | 290,000 compounds, 1% hits; in the data active means inhibition mostly above about 36%, no sharp cut-off; inactive means mostly below about 34%;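 further: HEK-293T reporter cells stimulated with the NOD1 agonist gamma-tri-DAP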
# Dynein transport – blocks dynein driven cargo transport along microtubules; 3617.4 mouse cells, GR-EGFP nuclear translocation imaging; test concentration mostly 20 µM; stimulated with dexamethasone, 1 µM; stronger effect = lower value; z-score, hits read low; 220,000 compounds, 0.47% hits; AID 1381;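 active means plate z-score of nuclear minus cytoplasmic receptor signal below a set negative limit, without overly bright fluorescence or cell loss, cut at about -3.5 in these data, passing the limit was not always enough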;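 further: z-score of nuclear minus cytoplasmic ring GR-EGFP intensity difference per well; some compounds called inactive have numbers as strong as hits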
#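 medium = tetracycline-free induction medium containing charcoal-stripped FBS | probe or stimulus = dexamethasone, 1.0 µM final | timing = 48 h induction, then 1 h compound, then 30 min agonist, 37 °C | detection = automated 10x imaging of fixed Hoechst-stained cells | read-out basis = nuclear versus cytoplasmic GR-EGFP signal, averaged per well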
# Dynein transport cytoplasmic EGFP – also measured in Dynein transport; calls as there; z-score; measured here: cytoplasmic GR-EGFP intensity; stronger effect = higher value
# Dynein transport nuclear GR-EGFP – recorded beside Dynein transport, whose call it bears; z-score; measured here: nuclear GR-EGFP intensity;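 lower value marks the stronger effect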
# Dynein transport cell count – recorded beside Dynein transport, whose call it bears; z-score; measured here: cell count per field
# The depositor's hits bear a star; / = no result given; [ ] = dose if it differs, or a comment. Unless noted, no stated cut-off is given here; in the data, active means inhibition above about 50%; inactive means the rest.
SMILES,KOR beta-arrestin-1,P. falciparum M17LAP,GPR55 activation,M1AAP inhibition,KOR beta-arrestin-2,AID2073,HEK293 NOD2/NF-kB,NOD1 inhibition,Dynein transport,Dynein transport cytoplasmic EGFP,Dynein transport nuclear GR-EGFP,Dynein transport cell count
O=C(N/C(=C/c1ccccc1)C(=O)N1CCOCC1)c1ccc([N+](=O)[O-])cc1,2%,3%,0.0%,4%,-4.7%,-2%,9%,-20%,1.7,0.11,1.3,-1.4
O=[N+]([O-])c1c(NCCO)cc(N2CCC3(CC2)OCCO3)c2nonc12,3%,23%,-0.3%,11%,7.0%,2%,22%,10%,-0.34,-0.26,-0.42,0.78
CCN(C(=O)Cn1cc(C(=O)C(=O)N2CCOCC2)c2ccccc21)c1ccccc1,-7%,/,-0.1%,/,-0.5%,-5%,6%,-16%,/,/,/,/
Cc1ccc(/C(O)=C2\C(=O)C(=O)N(c3cc(C)on3)C2c2cccc(Br)c2)cc1 (centres undefined),-35%,-1%,0.3%,-3%,6.5%,13%,-1%,14%,-0.54,-0.13,0.06,0.19
COc1ccc(COc2ccccc2C(=O)NCc2ccccc2)cc1F,-10%,7%,-0.2%,4%,1.8%,2%,23%,25%,-0.9,-0.25,-0.55,2.1
CC(=O)Nc1ccc(S(=O)(=O)NCCSCc2ccco2)cc1,-8%,6%,-0.1%,4%,1.6%,17%,-8%,-26%,-0.14,-0.18,0.045,0.34
COc1ccccc1OCCSc1nc(N)cc(N)n1,2%,-6%,-0.2%,2%,-3.0%,10%,6%,-26%,-0.11,-0.26,-0.022,1.2
O=C(O)CSCC(=O)Nc1ccc(C2CCCCC2)cc1,17%,13µM*,0.5%,3%,-1.5%,4%,74%*,-12%,-0.0014,-0.24,0.24,0.15
Cc1ccc(Cn2nc(C)c3cc(C(=O)OCC(N)=O)sc32)cc1,-23%,-8%,-0.1%,-3%,-1.4%,4%,14%,11%,0.36,0.27,0.31,-0.42
CC1=C(C(=O)Nc2cccc(C(=O)NC3CCCCC3C)c2)SCCO1 (centres undefined),-1%,/,0.3%,/,-1.7%,9%,37%,1%,/,/,/,/
[O-]/C(=C(\C(=S)Nc1cccc2ccccc12)[n+]1ccccc1)c1ccc(Cl)s1,-4%,-1%,-0.2%,4%,15%,17%,22%,8%,-0.88,-0.25,-0.78,0.65
Cn1cc(/C=C(\C#N)C(=O)Nc2ccccc2O)c2ccccc21,0%,/,0.0%,/,-4.2%,2%,7%,0%,/,/,/,/
COc1cc(OC)cc(C(=O)N[C@H](C(=O)Nc2nc(-c3cc(OC)ccc3OC)cs2)C(C)C)c1,4%,-13%,-0.2%,-2%,-2.9%,18%,-11%,-14%,0.83,-0.2,0.34,-0.85
COC(=O)CSc1nc2ccccc2o1,-15%,2%,-0.1%,1%,3.8%,-5%,-2%,4%,0.68,-0.26,0.43,-0.26
Cc1ccc2c(c1)c1c(n2CC(O)Cn2c(C)nc3ccccc32)CCCC1 (centres undefined),-19%,-1%,0.2%,1%,-6.3%,-2%,-21%,5%,-0.59,-0.25,-0.083,0.34

# Two entries from above, with values under each structure:
# Values run as follows: KOR beta-arrestin-1	P. falciparum M17LAP	GPR55 activation	M1AAP inhibition	KOR beta-arrestin-2	AID2073	HEK293 NOD2/NF-kB	NOD1 inhibition	Dynein transport	Dynein transport cytoplasmic EGFP	Dynein transport nuclear GR-EGFP	Dynein transport cell count
O=C(O)CSCC(=O)Nc1ccc(C2CCCCC2)cc1
 : 17%	13µM*	0.5%	3%	-1.5%	4%	74%*	-12%	-0.0014	-0.24	0.24	0.15
Cc1ccc(Cn2nc(C)c3cc(C(=O)OCC(N)=O)sc32)cc1
 : -23%	-8%	-0.1%	-3%	-1.4%	4%	14%	11%	0.36	0.27	0.31	-0.42

# The list continues.
SMILES,KOR beta-arrestin-1,P. falciparum M17LAP,GPR55 activation,M1AAP inhibition,KOR beta-arrestin-2,AID2073,HEK293 NOD2/NF-kB,NOD1 inhibition,Dynein transport,Dynein transport cytoplasmic EGFP,Dynein transport nuclear GR-EGFP,Dynein transport cell count
COc1ccc(NC(=O)CSCc2cc(=O)n3c(C)csc3n2)cc1,-33%,/,0.4%,/,0.0%,-6%,2%,3%,/,/,/,/
COc1ccc(N(C(=O)C(C)C)S(=O)(=O)c2cccc([N+](=O)[O-])c2)cc1,-18%[20 µM],-2%,0.2%,-2%,-3.8%,5%,27%,-9%,-0.86,-0.14,-0.31,0.98
CCCN1C2CCCC1CC(NC(=O)Nc1ccc(C(C)C)cc1)C2 (centres undefined),-10%,13%,0.0%,1%,-1.4%,9%,13%,-6%,0.33,0.23,0.63,1.4
CCCCCCCCSc1nnc2[nH]c(=O)cc(N)n12,-5%,27%,1.4%,5%,-4.3%,43%,-5%,-6%,-0.98,-0.14,-0.6,0.84
COc1ccc(C(C)(C)C)cc1NC(=O)COC(=O)c1ncc(Cl)c(Cl)c1Cl,16%,0%,-0.1%,8%,-2.4%,3%,-2%,-15%,-1.2,-0.16,-0.45,-0.29
CCc1ccc(NC(=O)C(C)OC(=O)c2cccc(S(=O)(=O)N3CCc4ccccc4C3)c2)cc1 (centres undefined),-6%,-1%,-0.1%,1%,0.9%,16%,-12%,-7%,0.63,-0.22,0.25,-0.25
CC(C)CC(NC(N)=O)C(=O)OCC(=O)NC(=O)NC1CCCC1 (centres undefined),-15%,-4%,-0.3%,-12%,/,1%,-2%,-9%,-0.67,-0.21,-0.17,0.68
CN(C(=O)CSc1nnc(-c2ccccc2)c(-c2ccccc2)n1)C1CCS(=O)(=O)C1 (centres undefined),-25%,10%,-0.3%,2%,5.4%,1%,0%,-10%,-0.24,-0.24,0.0099,0.0079
O=S(=O)(Nc1nc2ccccc2s1)c1ccc(Cl)s1,11%,30%,-0.1%,14%,-4.7%,1%,22%,20%,-0.49,-0.28,-0.07,0.46
CCOC(=O)[C@H](CCc1ccccc1)N[C@@H](C)C(=O)N1CCC[C@H]1C(=O)O,15%,6%,0.2%,4%,-0.3%,0%,7%,-20%,-0.1,-0.27,0.42,0.63
CCCOC(=O)c1ccc(NC(=O)c2c(Cl)ccc(Cl)c2OC)cc1,23%,-9%,0.1%,0%,1.7%,9%,20%,4%,0.075,-0.2,-0.16,0.065
CCOC(=O)C1(CCCc2ccccc2)CCN(C(=O)c2ccoc2)CC1,-6%,-2%,0.1%,7%,/,9%,-9%,-30%,-0.48,-0.22,-0.27,0.3
CC(=O)c1csc(COc2ccc(Cl)cc2)n1,16%,-6%,-0.2%,22%,-0.2%,6%,-85%,-6%,0.062,-0.28,-0.2,0.25
CC1=NN(C(=O)COc2ccccc2)C(O)(c2cccnc2)C1 (centres undefined),-10%[20 µM],14%,-0.1%,8%,/,10%,16%,-18%,-0.35,-0.34,-0.25,0.77
CC(C)CN(CC(C)C)C(=O)C12CCC(C)(C(=O)C1)C2(C)C (centres undefined),23%,-4%,-0.1%,5%,-0.4%,10%,6%,-4%,-0.23,-0.25,-0.083,0.93

# Taken from above:
# NOD1 inhibition result of `Cn1cc(/C=C(\C#N)C(=O)Nc2ccccc2O)c2ccccc21` is entered as 0%
# Dynein transport result of `CCOC(=O)C1(CCCc2ccccc2)CCN(C(=O)c2ccoc2)CC1` is entered as -0.48
# P. falciparum M17LAP result of `COc1ccccc1OCCSc1nc(N)cc(N)n1` is entered as -6%
# KOR beta-arrestin-1 result of `Cc1ccc(/C(O)=C2\C(=O)C(=O)N(c3cc(C)on3)C2c2cccc(Br)c2)cc1` (centres undefined) is entered as -35%
# Dynein transport cell count result of `CN(C(=O)CSc1nnc(-c2ccccc2)c(-c2ccccc2)n1)C1CCS(=O)(=O)C1` (centres undefined) is entered as 0.0079
# Dynein transport result of `CC(=O)Nc1ccc(S(=O)(=O)NCCSCc2ccco2)cc1` is entered as -0.14

# Next section:
SMILES,KOR beta-arrestin-1,P. falciparum M17LAP,GPR55 activation,M1AAP inhibition,KOR beta-arrestin-2,AID2073,HEK293 NOD2/NF-kB,NOD1 inhibition,Dynein transport,Dynein transport cytoplasmic EGFP,Dynein transport nuclear GR-EGFP,Dynein transport cell count
OCCn1c(Cl)nc2ccccc21,-7%,20%,-0.4%,-3%,-3.1%,2%,-3%,-36%,1.1,-0.034,0.53,-0.33
Cc1ccc(OCC(=O)N2CCc3ccccc32)c([N+](=O)[O-])n1,16%,0%,0.1%,7%,-3.4%,9%,-1%,-22%,-0.99,-0.33,-0.36,0.82
O=C(Nc1ccon1)c1csc2ccccc12,34%,0%,0.0%,4%,-4.0%,0%,11%,-9%,-0.13,-0.23,0.18,-0.83
CCn1c(C)c(C)c2cc(C(=O)NCCN3CCOCC3)ccc21,-44%,/,0.7%,/,3.5%,25%,-14%,1%,/,/,/,/
COc1cc(/C=C/C(=O)Nc2nnc(CC(C)C)s2)cc(OC)c1OC,-10%,-1%,-0.2%,-1%,14%,13%,-2%,19%,-0.0012,-0.23,0.081,0.51
NC(=O)c1nsc(C(=O)N(CC(=O)NCc2ccccc2)c2ccc(F)cc2)c1N,-19%,/,-0.2%,/,-3.7%,0%,11%,-18%,/,/,/,/
COc1cc(/C=N/NC(=O)c2ccc(CN3c4cccc5cccc(c45)S3(=O)=O)cc2)cc(OC)c1O,-114%[20 µM],-6%,-0.1%,5%,-2.4%,43%,15%,-5%,-0.2,-0.21,0.63,0.87
CN1C(=O)NC(NS(=O)(=O)c2ccc(N)cc2)(C(F)(F)F)C1=O (centres undefined),12%,1%,0.1%,8%,-4.0%,-11%,3%,-22%,1,0.13,0.78,-1.6
CCOc1ccc(C(=S)N2CCOCC2)cc1OCC,4%,2%,-0.1%,2%,-1.5%,-4%,10%,-7%,-0.28,0.097,0.17,0.35
COC(=O)c1cc2n(n1)CCN(Cc1ccc(F)cc1)C2=O,-22%,-9%,0.2%,0%,-4.6%,-1%,10%,10%,0.098,-0.23,-0.32,0.35
Cc1nc(C(=O)Nc2ccccc2Cl)cc2c1[nH]c1ccccc12,-8%,-4%,0.0%,10%,0.0%,32%,29%,7%,0.42,-0.21,0.94,1.1
O=C(c1ccccc1)N1CCN(C(=O)c2cc3nc(-c4ccccc4)cc(C(F)(F)F)n3n2)CC1,-24%,/,0.8%,/,6.7%,6%,13%,29%,/,/,/,/
CC(NC(=O)C(=O)c1cn(CC(=O)N2CCOCC2)c2ccccc12)c1ccccc1 (centres undefined),10%,/,-0.2%,/,0.2%,-3%,-6%,-35%,/,/,/,/

# High-throughput results as filed in PubChem.

# Some of the compounds tested. The share of hits here may be higher or lower than overall.
